Wnt act: activates Wnt/beta-catenin signaling in a reporter cell assay; activator, plate reader; activation, % at 9.35 µM; 300,000 compounds, 1.2% hits; AID 743398; in the data active = activation above about 30%, passing the limit was not always enough; inconclusive = no clear call, values can overlap the other calls;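 note: 0% = neutral control wells and 100% = positive control wells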
PfHsp90 set2: reduces growth (ATP signal) of yeast expressing P. falciparum Hsp90. AID 504621. 310,000 compounds, 0.32% hits. S. cerevisiae expressing PfHsp90, BacTiter-Glo ATP, 48 h; yeast lacking PDR1 and PDR3 efflux regulators. inhibition, % at 9.4 µM;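 active = every replicate shows inhibition above about 80%, whatever the replicate mean, limit read from the data; inconclusive = mean inhibition reaches the set limit but some replicate falls short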;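 note: 0% = DMSO neutral controls and 100% = 20 µM radicicol positive controls; yeast relying on Plasmodium falciparum Hsp90 in place of its own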
phage Ecoli inh: E. coli growth loss with phage present; AID 651602; 360,000 compounds, 0.26% hits; growth absorbance; inhibition, % at 11.9 µM; in the data active = inhibition above about 11%
Rtt109 Vps75: blocks Candida albicans Rtt109/Vps75 acetyltransferase activity; Q5AAJ8; inhibition, % at 34.9 µM; 330,000 compounds, 0.16% hits; purified Rtt109/Vps75, ThioGlo CoA-SH fluorescence, 4 h;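 active = inhibition of at least 50% in every replicate; inconclusive = best replicate reaches 50% inhibition but some replicates fall short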
E coli growth: reduces bacterial viability in AddAB counter-screen; E. coli V3065 growth, OD600 absorbance, 18 h; inhibition, % at 11.9 µM; 330,000 compounds, 0.27% hits;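 active = inhibition above the campaign's mean inhibition across all tested compounds plus 3 SD, cut at about 9.9% in these data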;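 note: uninfected addAB+ strain grown without phage in ampicillin broth; 0% = DMSO wells and 100% = ciprofloxacin 0.95 µg/ml wells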
Tat export inh: E. coli Tat transport inhibition; 340,000 compounds, 0.036% hits; AID 488895; E. coli MC4100 TorA-mCherry Tat export, fluorescence; inhibition, % at 10 µM;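 active = mean replicate inhibition at least 50% and at least half of replicates individually reaching 50%; inconclusive = only one of the two criteria met; inactive = neither criterion met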;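 note: exported cargo escapes ClpAP degradation while cytoplasmic cargo is degraded and loses fluorescence; 0% = median of neutral control wells and 100% = median of NaSCN control wells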
DAGLB inhibitor: diacylglycerol lipase beta (human) inhibition; AID 504411; HEK293T DAGLB membrane lysate, EnzChek fluorogenic substrate; inhibition, % at 5.17 µM; 340,000 compounds, 0.059% hits; in the data active = inhibition above about 34%;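 note: 0% = enzyme with vehicle and 100% = wells lacking enzyme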
Target sequence (Q8NCG7 whole entry, looked up): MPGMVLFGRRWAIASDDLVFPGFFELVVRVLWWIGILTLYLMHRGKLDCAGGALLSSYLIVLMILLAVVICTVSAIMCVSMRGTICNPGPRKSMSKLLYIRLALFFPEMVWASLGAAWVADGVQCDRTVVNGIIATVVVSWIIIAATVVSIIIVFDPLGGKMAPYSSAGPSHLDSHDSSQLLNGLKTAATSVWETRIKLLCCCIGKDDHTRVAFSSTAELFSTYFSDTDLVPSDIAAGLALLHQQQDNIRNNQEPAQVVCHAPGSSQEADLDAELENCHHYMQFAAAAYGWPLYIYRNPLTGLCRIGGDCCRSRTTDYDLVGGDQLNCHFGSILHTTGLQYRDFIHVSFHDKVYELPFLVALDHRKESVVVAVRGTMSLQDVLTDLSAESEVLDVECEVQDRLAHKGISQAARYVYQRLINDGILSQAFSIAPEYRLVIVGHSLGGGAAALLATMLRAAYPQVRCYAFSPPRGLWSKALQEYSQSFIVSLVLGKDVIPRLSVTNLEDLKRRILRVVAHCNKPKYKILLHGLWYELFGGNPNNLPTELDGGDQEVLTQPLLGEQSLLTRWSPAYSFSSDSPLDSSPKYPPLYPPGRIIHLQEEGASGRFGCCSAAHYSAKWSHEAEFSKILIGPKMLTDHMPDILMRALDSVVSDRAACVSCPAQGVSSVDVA
AddAB inh: less growth of phage-infected E. coli with AddAB | E. coli expressing H. pylori AddAB, absorbance growth | inhibition, % at 11.9 µM | 330,000 compounds, 0.29% hits | AID 435030; in the data active = inhibition above about 12%;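 note: 0% = vehicle wells of infected cells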
PvdQ inh: P. aeruginosa PvdQ acylase inhibition | purified PvdQ acylase, fluorescence plate reader | inhibition, % at 10 µM | 340,000 compounds, 0.063% hits | AID 488965; in the data active = inhibition above about 30%, passing the limit was not always enough; inconclusive = no clear call, values can overlap the other calls;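 note: 0% = vehicle neutral wells and 100% = reference inhibitor wells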
CAL PDZ FP: human CAL PDZ-peptide interaction inhibition; 330,000 compounds, 0.02% hits; Q9HD26; purified CAL PDZ, TMR-peptide fluorescence polarization, 1 h; inhibition, % at 20 µM; AID 504414;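 active = highest replicate inhibition of at least 40%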;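 note: plate controls were DMSO neutral control wells for no effect and unlabeled competitor peptide control wells for full effect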
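Control set: unlabelled peptide and DMSO controls / Material: purified CerCALP PDZ construct / Timing: 1 h incubation at room temperature before polarization reading / Doses: 20 µM, one dose / Detection: fluorescence polarization (mP)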
The depositor's hits bear a star; ? = inconclusive; / = no result given.

no.	SMILES	Tat export inh	PfHsp90 set2	CAL PDZ FP	Wnt act	Rtt109 Vps75	PvdQ inh	phage Ecoli inh	E coli growth	DAGLB inhibitor	AddAB inh
1	Cc1ccc(C)c(C2=CSC3=NCCN23)c1	9	3	0.7	/	-1	-87	3.0	-1.1	1	6.6
2	O=S(=O)(c1ccccc1)N(Cc1ccccc1)c1ccccn1	2	/	/	-6	-3	-9	1.0	2.4	0	2.7
3	O=C(Nc1nnc(S(=O)(=O)N2CCCC2)s1)c1cccc([N+](=O)[O-])c1	11	-12	-2.1	-1	1	-2	/	-0.3	9	2.7
4	O=C1CCC(C(=O)N2CCCO2)CN1Cc1cccc(C(F)(F)F)c1 (stereo unspecified)	-4	3	-2.5	2	21	1	-0.4	/	-2	/
5	Cc1onc(-c2ccc(Cl)cc2Cl)c1-c1csc(COc2ccccc2)n1	19	-4	-0.8	0	-3	12	1.6	0.8	-15	-0.2
6	Cc1nn(CC(=O)N2CCOCC2)c(C)c1[N+](=O)[O-]	-11	-17	-1.1	/	4	-20	3.7	2.3	4	-1.8
7	CCCN(CCC)CCCNC(=O)c1cc2c(=O)n(CC)c3ccccc3c2s1	1	23	-4.4	6	2	-13	1.9	2.0	-1	-1.4
8	Cc1cc(F)ccc1NC(=O)C1CCN(C(=O)Nc2ccccc2)CC1	7	/	-2.3	/	-2	-1	/	3.5	0	3.6
9	CCOC(=O)C1=NNC2C(=O)N(Cc3ccccc3)C(=O)C12 (stereo unspecified)	0	18	-0.8	-4	0	-12	-1.8	-0.5	-2	1.9
10	COc1ccc(C(C#N)c2nc3ccccc3nc2Cl)cc1 (stereo unspecified)	3	-18	-0.3	2	-14	3	2.5	/	-4	/
11	O=c1cc2c(nn1Cc1c(Cl)cccc1Cl)-c1ccccc1CC2	-6	14	-2.2	-6	4	9	1.8	1.4	0	1.4
12	CN1CCC(=NNC(=O)C(=O)Nc2cccc(Br)c2)CC1	?	-8	/	-2	0	-12	1.3	0.8	3	1.9
13	CCOC(=O)N1CCC(NC(=O)c2cccs2)CC1	23	5	0.7	0	-1	-17	5.1	-1.0	1	2.6
14	COc1ccccc1NC(=O)COc1cc(Br)c(CNCCCN2CCOCC2)cc1OC	-10	10	-1.5	-3	9	-4	2.0	-0.6	0	-1.4
15	O=C(Nc1ccc(NC(=O)C2CC2)nc1)c1cnccn1	4	/	-2.5	49*	-2	-4	4.2	1.4	1	2.2
16	O=C(CSc1nnc(Cc2cc(=O)[nH]c(=O)[nH]2)n1-c1ccc(Cl)cc1)NCC1CCCO1 (stereo unspecified)	8	/	-2.9	/	22	7	3.1	0.6	0	2.8
17	O=S(=O)(Nc1ccncc1Cl)c1ccccc1	-8	3	-0.2	/	19	-6	2.6	0.9	1	-0.2
18	CCOC(=O)C1CCCCN1Cc1cccc(OCc2ccccc2)c1 (stereo unspecified)	-2	0	0.4	-1	14	-18	2.0	0.4	-8	-1.2
19	COC(=O)c1ccc2nc(NC(=O)C3CC3)sc2c1	2	12	-4.8	28	-2	-5	0.7	2.2	-2	1.2
20	CC(=O)Nc1ccc(Nc2ncnc(N)c2[N+](=O)[O-])cc1	-4	-14	-0.1	3	1	-8	-1.0	2.0	2	2.3
21	Cc1ccc(C)c(N2CCN(S(=O)(=O)c3ccc4[nH]c(=O)c(=O)[nH]c4c3)CC2)c1	-6	-26	-3.4	/	?	4	1.4	-0.2	6	-1.4
22	Cn1nnnc1SCC(=O)NCC(=O)c1ccccc1	-11	8	-2.7	/	21	2	2.9	-2.7	-1	-2.9
23	Cc1[nH]c(C)c(S(=O)(=O)NCc2ccco2)c1C(=O)N1CCCCC1	-2	18	0.0	1	0	-11	2.4	-2.2	0	2.6
24	O=C(O)c1ccc(NC(=S)Nc2ccccc2)cc1	5	16	-1.0	0	0	-11	2.2	2.0	-1	2.0

Some of the entries so far, field by field.
16. O=C(CSc1nnc(Cc2cc(=O)[nH]c(=O)[nH]2)n1-c1ccc(Cl)cc1)NCC1CCCO1 (stereo unspecified)
  Tat export inh: 8
  PfHsp90 set2: /
  CAL PDZ FP: -2.9
  Wnt act: /
  Rtt109 Vps75: 22
  PvdQ inh: 7
  phage Ecoli inh: 3.1
  E coli growth: 0.6
  DAGLB inhibitor: 0
  AddAB inh: 2.8
9. CCOC(=O)C1=NNC2C(=O)N(Cc3ccccc3)C(=O)C12 (stereo unspecified)
  Tat export inh: 0
  PfHsp90 set2: 18
  CAL PDZ FP: -0.8
  Wnt act: -4
  Rtt109 Vps75: 0
  PvdQ inh: -12
  phage Ecoli inh: -1.8
  E coli growth: -0.5
  DAGLB inhibitor: -2
  AddAB inh: 1.9
2. O=S(=O)(c1ccccc1)N(Cc1ccccc1)c1ccccn1
  Tat export inh: 2
  PfHsp90 set2: /
  CAL PDZ FP: /
  Wnt act: -6
  Rtt109 Vps75: -3
  PvdQ inh: -9
  phage Ecoli inh: 1.0
  E coli growth: 2.4
  DAGLB inhibitor: 0
  AddAB inh: 2.7
8. Cc1cc(F)ccc1NC(=O)C1CCN(C(=O)Nc2ccccc2)CC1
  Tat export inh: 7
  PfHsp90 set2: /
  CAL PDZ FP: -2.3
  Wnt act: /
  Rtt109 Vps75: -2
  PvdQ inh: -1
  phage Ecoli inh: /
  E coli growth: 3.5
  DAGLB inhibitor: 0
  AddAB inh: 3.6

(next part)
no.	SMILES	Tat export inh	PfHsp90 set2	CAL PDZ FP	Wnt act	Rtt109 Vps75	PvdQ inh	phage Ecoli inh	E coli growth	DAGLB inhibitor	AddAB inh
25	COc1ccccc1OCC(O)Cn1c(=N)n(Cc2ccccc2)c2ccccc21 (stereo unspecified)	12	1	-1.0	/	7	-10	2.7	-0.6	0	2.1
26	Cc1ccc(C(C(=O)NC2CCCC2)N(C(=O)CNC(=O)c2cccs2)c2cccnc2)o1 (stereo unspecified)	2	22	-2.2	-1	-3	-5	-0.5	-0.2	5	2.6
27	CCc1ccc2[nH]c(C(=O)N(C)c3ccc(F)cc3F)cc2c1	-9	-9	-0.5	1	6	4	-2.0	-0.2	-5	0.4
28	CCN(CC)c1ccc(/C=N/NC(=O)c2ccc3nc[nH]c3c2)c(O)c1	9	-73	2.1	/	-3	-6	/	0.6	7	1.6
29	CCOC(=O)C1C(c2ccccc2)C(C(=O)OCC)S(=O)(=O)C(CCN(CC)CC)S1(=O)=O (stereo unspecified)	-5	9	-0.6	0	3	-9	4.9	-0.7	-2	0.8
30	Cc1cccc(OCCCC(=O)NNC(=O)c2ccncc2)c1	1	/	-1.5	-1	1	0	4.8	/	-1	/
31	CC(C)OC(=O)c1c(NC(=O)CCn2nnc3ccccc32)sc2c1CCCC2	5	0	-1.5	/	-12	-10	-0.5	-1.6	-6	0.0
32	COc1cccc(-c2cc(C(=O)Nc3ccc(N(C)C(C)=O)cc3)c3cc(Br)ccc3n2)c1	-1	-19	-5.8	12	2	-12	-2.5	0.7	0	-0.3
33	COC(=O)c1nn(-c2nc(-c3ccc(OC)c(OC)c3)cc(C(F)(F)F)n2)cc1[N+](=O)[O-]	-6	-13	-1.7	-1	2	-19	1.1	1.5	0	0.2
34	COc1ccc(C(=O)Nc2ccc(-c3ccc(C)o3)cc2)cc1S(=O)(=O)N1CCOCC1	-1	-2	0.3	-6	-13	17	1.9	1.3	2	1.7
35	CCN(c1ccccc1)S(=O)(=O)c1ccc(C(=O)NNC(=O)c2ccccc2F)cc1	5	4	-0.8	1	0	-12	0.5	-1.4	-3	2.2
36	COc1ccc(C(=O)c2c(-c3ccc(OC)cc3)oc3ccc(-c4cc(OC)c(OC)c(OC)c4)cc23)cc1	-8	6	-0.5	-6	-4	-5	-0.2	0.7	-12	3.0
37	CN1c2ccc([N+](=O)[O-])cc2C(C)(C)C12C=Cc1cc(C(=O)O)ccc1O2 (stereo unspecified)	-3	14	-0.3	0	-8	8	-0.5	0.4	3	-1.4
38	COc1ccc(CCC2CCNCC2)cc1	1	5	-0.6	1	/	-15	2.7	0.2	-3	3.0
39	Cc1nn(Cc2cccc(C(=O)Nc3ccn(Cc4ccccc4)n3)c2)c(C)c1[N+](=O)[O-]	2	4	/	-3	14	-2	/	-4.2	0	-0.2
40	Cc1cc(C)c(NC(=O)COc2ccccc2C(=O)Nc2ccc3c(c2)oc2ccccc23)c(C)c1	-3	-11	-1.5	0	-10	-7	0.8	1.2	-1	0.4
41	COc1ccc(/C=C2/CCC(CN3CCOCC3)C2=O)cc1 (stereo unspecified)	-8	146*	-0.6	-5	3	-15	1.4	/	-2	/
42	CN(C)c1nc2c(c(=O)[nH]c(=O)n2C)n1Cc1ccc(F)cc1	0	-16	-0.3	-4	-6	-3	3.3	-0.1	0	0.7
43	O=C(CCc1nc(-c2ccccc2Cl)no1)NCc1ccco1	0	/	-0.7	0	-3	-12	3.2	1.0	-1	0.3
44	CCC(C)(CC(=O)Nc1nccs1)c1ccccc1 (stereo unspecified)	1	-59	-0.3	2	-3	-8	-0.1	-2.3	-1	-3.0
45	C/C(=C\C(=O)c1ccc(Br)cc1)NCc1ccc2c(c1)OCO2	9	0	-0.6	/	-1	-2	3.0	0.2	-5	2.3
46	COc1ccc(-c2cc(C(=O)NN)[nH]n2)cc1	-3	4	-1.8	0	9	17	3.5	-3.2	-1	2.1
47	CCOc1cc(C2c3c(n[nH]c3C)C(=O)N2c2ccc(Br)cc2)ccc1O (stereo unspecified)	1	-12	-3.0	/	15	9	1.4	1.3	4	2.7
48	CCOc1ccc(-n2c(C)c(C(=O)O)c3cc(OC)ccc32)cc1	-11	0	0.3	1	1	1	3.2	-0.5	2	2.4
49	NS(=O)(=O)c1ccc(NC(=O)CN2C(=O)CCC2=O)cc1	11	-8	6.0	-4	-15	-21	1.2	2.5	-4	1.4
50	COc1ccc(NC(=O)c2ccc(C)cc2)c[n+]1[O-]	5	11	-1.6	1	3	-7	3.1	/	-2	/
51	COc1ccc2oc(C(=O)c3ccccc3)c(N)c2c1	/	/	/	74*	/	/	2.5	-1.9	/	3.1

Down the list, from the results shown:
phage Ecoli inh, compounds 41–47 → 1.4, 3.3, 3.2, -0.1, 3.0, 3.5, 1.4
